# Rev-erbA mod – modulators of human Rev-erb alpha DNA binding; P20393; actives 0.79% (n = 370,000); AID 1259318; Rev-erbα–FITC-DNA binding, fluorescence polarization, 90 min; activity, % at 10 µM;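 active = activity above about 14%, limit read from the data; passing the limit was not always enough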;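 also: 0% = DMSO wells with 35 nM protein and 100% = DMSO wells with 750 nM protein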
# LEDGF integ inh – blocks HIV-1 LEDGF/p75-dependent DNA integration | TR-FRET IN-LEDGF/p75 DNA integration, Eu/Cy5 | inhibition, % at 3.7 µM | actives 0.64% (n = 370,000);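 active = inhibition above the screen-wide mean plus 3 SD, cut at about 13% in these data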;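 also: signal is the Cy5 over europium emission ratio at 671 and 618 nm; 0% = plate median of compound wells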
# TDP2 absorb – blocks human TDP2 phosphodiesterase activity; O95551; recombinant TDP2, T5PNP hydrolysis, p-nitrophenol absorbance 415 nm; inhibition, % at 12.8 µM; actives 0.34% (n = 370,000); AID 720702;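 active = inhibition above the mean of all tested compounds plus 3 SD, set per campaign, cut at about 25% in these data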;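 also: 0% = DMSO with enzyme and 100% = buffer with substrate but no TDP2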
#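 Assay system: recombinant human TDP2 / Reagent: T5PNP substrate at 5 mM, a TopII-DNA adduct mimic / Measured by: epi absorbance from released p-nitrophenol / Evaluation: % inhibition relative to enzyme-containing and enzyme-free wells / Control set: enzyme-free and DMSO wells / Replicates: each compound tested once, singlicate / Schedule: enzyme reaction with compound for 2 h at 37 °C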
# SIAE inh – blocks human sialic acid acetylesterase; Q9HAT2; SIAE FP-Rh probe binding, fluorescence polarization; inhibition, % at 9.66 µM; actives 0.69% (n = 370,000);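 active = inhibition above a cutoff: mean of compounds within the control limits plus 3 SD of those, cut at about 17% in these data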;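 also: 0% = plate median of compound wells and 100% = probe without SIAE protein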
# PRMT1 FP inh – inhibitors of human PRMT1; AID 652257; actives 1.3% (n = 370,000); Q99873; recombinant PRMT1, activity-based probe fluorescence polarization; inhibition, % at 2.79 µM;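 active = inhibition above about 21% made by adding two undisclosed values, limit read from the data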
# Target sequence (Q99873 whole entry, looked up): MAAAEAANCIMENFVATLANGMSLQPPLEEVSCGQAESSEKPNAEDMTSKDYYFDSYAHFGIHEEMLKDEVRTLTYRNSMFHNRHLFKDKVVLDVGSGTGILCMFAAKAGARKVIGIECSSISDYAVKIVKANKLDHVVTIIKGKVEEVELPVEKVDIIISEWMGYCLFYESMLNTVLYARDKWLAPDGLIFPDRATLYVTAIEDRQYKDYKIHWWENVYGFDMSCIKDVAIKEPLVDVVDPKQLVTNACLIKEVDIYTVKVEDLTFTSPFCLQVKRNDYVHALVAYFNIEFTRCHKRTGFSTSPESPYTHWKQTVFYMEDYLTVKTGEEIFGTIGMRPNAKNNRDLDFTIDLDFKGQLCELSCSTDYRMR
# rCAG RNA binder – binds r(CAG) RNA repeats | actives 1.3% (n = 370,000) | inhibition, % at 3 µM | AID 651821 | r(CAG) RNA repeat, TO-PRO-1 dye displacement fluorescence;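 active = inhibition above the plate cutoff, the mean of all test compounds on that plate plus 3 SD, cut at about 35% in these data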;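 also: 0% = DMSO alone and 100% = 100 µM mitoxantrone as full dye displacement; higher means more dye released from RNA so lower well fluorescence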
# HTRA1 inhibitor – inhibitors of human serine peptidase HTRA1; recombinant HTRA1, FP-rhodamine activity-based probe, fluorescence polarization; inhibition, % at 5.96 µM; actives 0.5% (n = 340,000); AID 504803; Q92743; in the data active = inhibition above about 36%;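 also: 0% = enzyme with DMSO and 100% = wells lacking enzyme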
# Target sequence (Q92743 whole entry, looked up): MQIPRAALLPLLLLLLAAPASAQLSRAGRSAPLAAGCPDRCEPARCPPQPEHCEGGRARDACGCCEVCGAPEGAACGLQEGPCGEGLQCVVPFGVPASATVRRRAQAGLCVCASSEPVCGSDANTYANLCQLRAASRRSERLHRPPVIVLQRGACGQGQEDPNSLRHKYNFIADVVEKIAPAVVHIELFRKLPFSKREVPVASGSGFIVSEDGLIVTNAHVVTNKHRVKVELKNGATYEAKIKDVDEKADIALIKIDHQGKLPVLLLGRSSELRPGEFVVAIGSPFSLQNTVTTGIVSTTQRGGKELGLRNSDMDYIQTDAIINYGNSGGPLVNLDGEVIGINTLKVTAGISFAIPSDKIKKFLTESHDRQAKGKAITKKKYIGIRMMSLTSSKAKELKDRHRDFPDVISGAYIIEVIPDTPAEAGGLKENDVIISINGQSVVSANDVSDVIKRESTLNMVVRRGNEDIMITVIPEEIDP
# TCR CD3 inh – inhibitors of human TCR-CD3 interaction; TAMRA-labeled TCR probe fluorescence, biochemical; inhibition, % at 9.4 µM; actives 0.37% (n = 360,000); AID 651800; in the data active = inhibition above about 19%;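 also: recombinant mutant TCR 2C K166C tagged with TAMRA read by polarization; 0% = receptor in buffer alone and 100% = receptor with positive control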
# PG9 Ab binder – small molecules binding HIV-1 gp120 antibody PG9. TR-FRET gp120-PG9 antibody binding. inhibition, % at 6.7 µM. actives 0.43% (n = 360,000). AID 624416; in the data active = inhibition above about 8.5%
# mABHD4 FP – inhibitors of mouse ABHD4. inhibition, % at 8.92 µM. actives 0.54% (n = 370,000). purified mABHD4, FP-Rh probe fluorescence polarization. AID 720543. Q8VD66;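 active = inhibition exceeding the mean over every tested compound plus 3 SD, cut at about 30% in these data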;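 also: 0% = plate median of compound wells and 100% = S159A mutant with DMSO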
#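 assay system = mABHD4 protein | compound dosing = single nominal dose of 8.92 µM, 0.89% DMSO final | read-out basis = percent inhibition of probe binding, normalized to plate controls | schedule = Enzyme–compound pre-incubation 45 min, then probe 60 min, both 25 °C | detection = fluorescence polarization, excitation 525 nm, emission 598 nm, BODIPY TMR filters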
# * hit, by the source's call; / = no result given. A portion of the library; count on the stated rates, not on these rows.
structure,Rev-erbA mod,LEDGF integ inh,TDP2 absorb,SIAE inh,PRMT1 FP inh,rCAG RNA binder,HTRA1 inhibitor,TCR CD3 inh,PG9 Ab binder,mABHD4 FP
O=C(Nc1cc2c(ccc3ccccc32)oc1=O)C1CCCCC1,6,3,-5,0,1,-2,1,-4,0.1,-8
Cn1c(=O)cc(OCCCC(=O)Nc2cc(-c3ccncc3)ccn2)c2ccccc21,5,0,-3,0,-3,/,/,/,/,3
Cc1ccc(-n2cc[nH]c2=S)cc1C,-3,-1,3,2,4,3,1,5,-3.0,-2
COC(=O)[C@@H]1C[C@H]1[C@@H](NS(=O)(=O)c1ccccc1)c1ccccc1,7,0,-12,3,0,-3,6,10,0.5,-1
O=C(CCCC1=NS(=O)(=O)c2ccccc2N1)NCCc1ccc(Cl)cc1,-2,2,8,4,-2,1,-4,2,-0.7,6
Cc1cc(NC(=O)COc2cccnc2[N+](=O)[O-])no1,-1,-3,-3,-2,2,-1,-2,-1,1.1,-2
COc1ccc(N(CC(=O)Nc2ccccc2C)S(=O)(=O)c2ccccc2[N+](=O)[O-])c(OC)c1,4,1,8,-3,0,5,-25,2,-1.4,-5
O=C(Nc1nnc(SCc2ccc(F)cc2)s1)c1ccco1,-3,-3,-1,0,-1,6,1,4,0.4,-4
Cc1c(C(=O)NC2=NCCS2)cccc1[N+](=O)[O-],1,-4,-4,-7,3,2,1,-8,-0.9,-5
COc1ccc(Cc2nnc(N)s2)cc1,5,2,-3,17*,1,0,-3,-5,3.1,3
CNCCOCC(O)CSc1ccccc1 (stereo not given),5,-3,-1,5,0,2,5,8,1.7,3
COC(=O)c1nc(NC(=O)c2ccccc2Cl)n[nH]1,-1,-2,3,-10,1,4,-1,6,0.9,-3
CCNC(=O)C1CCCN(C(=O)c2cnc3ccccc3n2)CC1 (stereo not given),0,-2,-6,8,-4,1,/,-1,-8.6,-3
CS(=O)(=O)Nc1ccc(C(=O)N2CCN(c3ccccc3)CC2)cc1,4,-3,-7,-4,2,-3,0,-3,0.3,-13
CCCc1nnc(NC(=O)c2ccc(S(=O)(=O)N(C)c3ccccc3OC)cc2)s1,-4,1,6,1,-1,7,-6,-3,-1.4,-2

# Reformatted: results already given
# Order of results: Rev-erbA mod	LEDGF integ inh	TDP2 absorb	SIAE inh	PRMT1 FP inh	rCAG RNA binder	HTRA1 inhibitor	TCR CD3 inh	PG9 Ab binder	mABHD4 FP
CNCCOCC(O)CSc1ccccc1 (stereo not given)
    5	-3	-1	5	0	2	5	8	1.7	3
Cc1cc(NC(=O)COc2cccnc2[N+](=O)[O-])no1
    -1	-3	-3	-2	2	-1	-2	-1	1.1	-2
CS(=O)(=O)Nc1ccc(C(=O)N2CCN(c3ccccc3)CC2)cc1
    4	-3	-7	-4	2	-3	0	-3	0.3	-13
Cn1c(=O)cc(OCCCC(=O)Nc2cc(-c3ccncc3)ccn2)c2ccccc21
    5	0	-3	0	-3	/	/	/	/	3

# Other records follow:
structure,Rev-erbA mod,LEDGF integ inh,TDP2 absorb,SIAE inh,PRMT1 FP inh,rCAG RNA binder,HTRA1 inhibitor,TCR CD3 inh,PG9 Ab binder,mABHD4 FP
CC(=O)Nc1nc(NC(=O)C(Cl)(Cl)Cl)n(-c2ccccc2)n1,2,-1,8,5,0,1,6,0,-3.4,-1
COc1ccc(C(=O)Nc2cc([N+](=O)[O-])ccc2N2CCCC2)cc1,3,-3,4,0,3,0,2,-5,-0.3,-5
C/C(=N/NC(=O)c1cc(C)[nH]n1)c1ccncc1,0,4,3,3,-4,-1,-2,8,-1.6,-1
Cc1c(C(=O)N2CCN(S(=O)(=O)c3ccccc3F)CC2)oc2c(Cl)cccc12,5,2,6,-11,-2,3,-37,2,-1.2,-15
CCN(CC)S(=O)(=O)c1cccc(C(=O)NC(C(=O)NNC(=O)c2ccccc2F)C(C)C)c1 (stereo not given),-1,-2,6,-4,3,2,8,5,-1.3,-1
C=CCn1c(SCC(=O)Nc2nc3ccccc3s2)nc(O)c(CC)c1=O,-2,-1,-4,2,20,20,-6,-1,-2.2,-8
CN(CC(=O)NCC1CCCCC1)S(=O)(=O)c1ccc(F)cc1,-3,0,-5,-3,4,-2,2,-1,-0.6,4
CC1CCCC(NC(=O)COC(=O)[C@@H](NC(=O)c2ccco2)C(C)C)C1C (stereo not given in full),-3,2,1,-5,1,-7,1,0,-3.1,-5
CC1(C)CC(=O)C2=C(C1)OC(N)=C(C#N)[C@@]21C(=O)N(CC(N)=O)c2ccccc21,4,-2,1,-3,2,-4,-1,2,0.5,4
O=S(=O)(NCc1ccccc1)c1ccc(-n2cccn2)cc1,-4,2,-14,5,-6,0,5,-10,-0.8,-5
COCCn1c(=S)[nH]c2cc(C(=O)NC3CCCCC3C)ccc2c1=O (stereo not given),-8,-1,12,3,5,0,-3,-10,-1.6,3
Cc1cc(C(=O)O)ccc1-c1ccc(CO)o1,3,3,7,8,9,-1,0,-5,0.4,4
Cc1occc1C(=O)NNS(=O)(=O)c1ccc([N+](=O)[O-])cc1,2,1,11,5,2,3,5,-5,-4.1,-7
COc1ccc(CCNC(=O)COC(=O)c2ccc(N3CCCC3=O)cc2)cc1OC,-3,8,-5,1,-3,-6,6,4,-1.9,-2
Cc1cc(C(=O)N/N=C/c2c3ccccc3cc3ccccc23)n[nH]1,-2,-5,-10,4,13,16,-27,-5,-4.1,0
COc1ccc(NC(=O)N2CCCC2)cc1OC,-1,-4,2,-3,3,0,-1,-3,0.1,-2
NC(=O)c1ccc2c(=O)c(O)c(-c3cc(Cl)c(N)c(Cl)c3)[nH]c2c1,-4,-10,-3,14,9,12,20,17,4.4,-1
Cc1ccc2nc(C3CCCCC3)c(Cc3ccccc3C(F)(F)F)n2c1,6,-3,-1,-1,1,0,/,-13,-0.1,8
CN1CCCC(C)(C(=O)Nc2cccc(Oc3ccccc3)c2)C1 (stereo not given),2,-1,3,4,1,-2,/,-6,1.4,1
O=C/C(=C\Nc1ccc(Cl)cn1)c1nc2ccccc2o1,11,0,-2,-7,1,4,-5,0,-2.3,8
COC(=O)/C(=C\c1ccc(O)cc1)c1nc2ccccc2[nH]1,1,3,4,0,2,2,5,1,2.4,6
COc1ccc(N(CC(=O)NC2CC3CCC2C3)S(=O)(=O)c2ccccc2)cc1Cl (stereo not given),1,0,11,9,-2,-5,-16,8,-1.1,9
CCCn1cnc2c(SCc3ccccc3F)nc(N)nc21,0,-1,7,2,-3,-1,-5,3,-1.0,-1
O=C(NCCCN1CCOCC1)c1ccc(S(=O)(=O)Nc2ccccc2)cc1,-3,-1,-5,4,4,-5,2,-5,0.8,3
CCOC(=O)c1c(C)nc2ncccn12,-1,-1,1,-3,-5,0,-1,5,-0.3,-2
COc1ccccc1N(C(=O)CNC(=O)c1ccco1)C(C(=O)NC1CCCC1)c1ccco1 (stereo not given),-5,0,10,5,0,0,-4,8,-0.3,7
Cc1ccc([N+](=O)[O-])c(OCCCNCC(C)O)c1 (stereo not given),4,0,0,1,-3,0,3,4,-0.9,6
COc1ccccc1CNC(=O)c1ccc(-c2ccccc2Cl)o1,7,-1,-11,-19,7,4,-100,4,2.5,-53
O=C(CCC(=O)OCC(=O)c1cccc([N+](=O)[O-])c1)Nc1cccc(Cl)c1Cl,5,3,-8,-3,6,0,3,-6,2.2,-14
CCc1cccc2c(C(C)c3ccccc3O)c[nH]c12 (stereo not given),3,0,4,6,0,6,/,/,/,-10
Cc1ccc(C)c(CC(=O)N2CCCC(c3cc(C(=O)Nc4ccc5c(c4)OCO5)no3)C2)c1 (stereo not given),-6,-3,-3,-6,0,6,/,0,-2.0,13
Cc1ccccc1CN1CCCCC(NC(=O)C(C)(C)C)C1=O (stereo not given),2,-1,1,1,0,2,/,/,/,3
O=C(Cc1cccc2ccccc12)N/N=C/c1ccc(O)c([N+](=O)[O-])c1,5,-2,-1,3,-1,7,3,7,-1.0,6
CCCCN(C(=O)C(CCSC)N1C(=O)c2ccccc2C1=O)c1c(N)n(CCC)c(=O)[nH]c1=O (stereo not given),1,2,-6,3,-2,3,10,0,-1.5,4
CNc1cncc(-c2cc(OC)c(OC)c(OC)c2)n1,-3,-3,4,2,4,0,/,-6,0.6,-12
CCOc1ccccc1N(CC(=O)Nc1ccc(S(=O)(=O)N2CCOCC2)cc1)S(=O)(=O)c1ccc(Cl)cc1,4,-3,0,-2,3,0,0,-2,-2.0,0
O=C(NC1CC1)c1ccc(-c2ccccc2)cc1,-2,4,-8,-2,-3,-3,1,2,0.7,0
Cc1ccccc1NC(=O)CSc1nc2ccccc2o1,-1,4,1,3,1,-1,3,-1,1.1,-5
COC(=O)c1ccccc1NS(=O)(=O)c1ccc(Cl)nc1,-3,0,-17,-2,3,0,-3,4,1.6,-7
N#C/C(=C\c1ccc(-c2ccccc2Cl)o1)C(=O)Nc1nc2ccccc2s1,-31,1,8,-3,-2,9,-13,-2,-1.4,-2
O=C(CNC(=O)c1ccc(Br)cc1)NCCc1nc2ccccc2[nH]1,3,3,-6,-6,1,-3,6,3,1.6,-3
O=C(O)CC1(CC(=O)Nc2ccccc2C(=O)c2ccccc2)CCCC1,-6,3,-11,-4,-4,7,-1,-5,-1.8,-7
c1ccc(CCNc2ncnc3ccccc23)cc1,2,-3,-1,-1,-2,1,-4,4,0.7,-1
COc1cc2c(cc1OC)C(C(=O)NC(C)c1ccccc1)CC(=O)N2 (stereo not given),-2,-3,9,3,-1,-4,2,0,0.8,9
CCc1cc2c(NC(Cc3c[nH]c4ccccc34)C(=O)O)nc(C)nc2s1 (stereo not given),0,0,-2,1,-2,31,-3,5,-1.1,16
Fc1cccc(F)c1-n1c(CN2CCCCC2)csc1=S,3,3,7,3,-1,-1,-8,-3,-2.5,-26
CCOC(=O)c1ccc(NS(=O)(=O)c2cnc[nH]2)cc1,3,6,-4,4,2,1,3,-4,2.6,8
CC1(C)CC(=O)C(CC(=O)N2CCC(Cc3ccccc3)CC2)C(=O)C1,1,-5,0,1,1,0,5,4,-1.6,0
Cc1ccsc1C(=O)C1CCCN(Cc2cc(F)ccc2-n2cccn2)C1 (stereo not given),-1,-6,7,0,1,-8,-14,-1,1.9,-3
O=C(Oc1ccc(=O)[nH]n1)c1ccccc1,5,1,-12,-6,-1,0,5,-5,-2.5,3
COc1ccc(N2CCN(C(=O)COC(=O)[C@@H](NC(=O)OCc3ccccc3)C(C)C)CC2)cc1,-3,-2,-6,2,-4,-2,-17,4,-0.8,-4
COc1cc(OC)c(C2C(C(=O)Nc3ccc(C)cc3C)=C(C)Nc3ncnn32)cc1OC (stereo not given),-4,-2,-1,2,-3,-2,2,5,-3.0,-5
